GC-B act: human GC-B receptor activators, primary screen, HEK293 GC-B cells, cGMP TR-FRET, EC30 CNP | 0% at EC30 CNP, 100% saturating CNP | activation, % at 10 µM | hit rate 0.11% among 370,000 | AID 1920062, 2024;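 active means activation at 10 µM reaching about 35% in either raw or pattern-adjusted values, limit read from the data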
FXN GAA850 act: FXN promoter activators, primary screen, cell-based, luciferase luminescence, HEK293 lucGAA850 | activation, % at 6 µM | AID 540364, 2011 | hit rate 0.56% among 360,000 | HEK293 lucGAA850 FXN promoter luciferase reporter, 24 h; percent of 10 µM SAHA response;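 active means activation above the average of all compounds screened plus 3 SD, cutoff fixed separately per campaign, cut at about 7.5% in these data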;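 further: 0% = DMSO wells and 100% = 10 µM SAHA wells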
NPR1 activator: GC-A stimulated cGMP production enhancers – HEK293 GC-A cells, cGMP TR-FRET, EC30 ANP, primary screen; AID 1671463, 2021; 0% at EC30 ANP, 100% saturating ANP; Atrial natriuretic peptide receptor 1 (Homo sapiens), P16066; activation, % at 10 µM; hit rate 0.14% among 370,000; in the data active means activation above about 40%
Target sequence (P16066 whole entry, looked up): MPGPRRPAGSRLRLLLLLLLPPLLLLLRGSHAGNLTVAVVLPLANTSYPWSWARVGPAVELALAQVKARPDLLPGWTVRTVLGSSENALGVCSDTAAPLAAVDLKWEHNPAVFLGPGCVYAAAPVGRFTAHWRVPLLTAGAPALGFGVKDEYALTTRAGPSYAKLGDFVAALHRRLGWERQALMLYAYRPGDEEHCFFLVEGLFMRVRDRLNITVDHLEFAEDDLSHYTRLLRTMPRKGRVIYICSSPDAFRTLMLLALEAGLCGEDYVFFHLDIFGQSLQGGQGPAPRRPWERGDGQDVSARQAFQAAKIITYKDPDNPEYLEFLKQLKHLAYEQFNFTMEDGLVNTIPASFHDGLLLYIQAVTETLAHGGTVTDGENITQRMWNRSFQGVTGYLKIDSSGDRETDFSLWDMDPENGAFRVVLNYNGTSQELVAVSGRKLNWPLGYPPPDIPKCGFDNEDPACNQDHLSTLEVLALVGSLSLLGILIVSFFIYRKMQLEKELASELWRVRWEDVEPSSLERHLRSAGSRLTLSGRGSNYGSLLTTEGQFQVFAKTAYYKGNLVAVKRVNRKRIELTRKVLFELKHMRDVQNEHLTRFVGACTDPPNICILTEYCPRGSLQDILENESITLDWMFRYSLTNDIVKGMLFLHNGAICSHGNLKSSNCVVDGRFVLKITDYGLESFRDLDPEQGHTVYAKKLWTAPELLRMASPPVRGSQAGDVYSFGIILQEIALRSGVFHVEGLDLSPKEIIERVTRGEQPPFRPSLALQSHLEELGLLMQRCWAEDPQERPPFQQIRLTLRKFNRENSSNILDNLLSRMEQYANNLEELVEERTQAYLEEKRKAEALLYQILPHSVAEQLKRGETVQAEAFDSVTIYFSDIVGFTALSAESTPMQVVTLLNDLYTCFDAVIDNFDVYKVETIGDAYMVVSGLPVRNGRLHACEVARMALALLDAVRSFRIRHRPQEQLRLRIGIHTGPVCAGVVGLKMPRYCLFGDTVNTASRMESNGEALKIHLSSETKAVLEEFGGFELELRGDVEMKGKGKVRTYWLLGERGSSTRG
hcDAF-12 act: H. contortus DAF-12 nuclear receptor activators, primary screen, cell-based, luminescence, HEK293, lit1-tk-luc reporter | HEK293 hcDAF-12 lit1-tk-luc reporter; 0% DMSO, 100% Δ7-dafachronic acid | activation, % at 6.8 µM | hit rate 1.4% among 370,000 | AID 652067, 2013;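 active means activation above the mean of all tested compounds plus 3 SD, cut at about 5.5% in these data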;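 further: 100% = response to 3 µM Δ7-dafachronic acid high control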
ssDAF-12 act: S. stercoralis DAF-12 nuclear receptor activators, primary screen, cell-based, luminescence, HEK293, GRIP1 co-expression, lit1-tk-luc | activation, % at 6.8 µM | HEK293 ssDAF-12/GRIP1 lit1-tk-luc reporter; % of 3 µM dafachronic acid response | hit rate 1% among 370,000 | Nuclear hormone receptor DAF-12 (Strongyloides stercoralis);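 active means activation above the mean over all tested compounds plus 3 SD, cut at about 0.9% in these data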;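 further: 0% = DMSO-only wells and 100% = 3 µM delta7-dafachronic acid wells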
HGIII-sPLA2 inh: human group III sPLA2 inhibitors, primary screen, biochemical, QFRET, BODIPY PC-A2 liposome substrate. Group 3 secretory phospholipase A2 (Homo sapiens), Q9NZ20. QFRET BODIPY PC-A2 liposome hydrolysis, fluorescence. inhibition, % at 12.2 µM. hit rate 0.56% among 370,000. AID 743126, 2013;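 active means inhibition above mean plus 3 SD of compounds lying within the high and low control bounds, cut at about 19% in these data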;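 further: 0% = median of test compound wells and 100% = no enzyme DMSO wells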
DAX1 inh-1: DAX1 (NR0B1) inhibitors on StAR promoter, primary screen, cell-based, luminescence, SF-1 (NR5A1), full-length DAX-1; HEK293T StAR-luciferase reporter, SF-1/DAX-1 repression relief; inhibition, % at 6.8 µM; hit rate 1.1% among 370,000; AID 652010, 2013;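 active means inhibition above the mean over all tested compounds plus 3 SD, cut at about 3.6% in these data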;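 further: 0% = DAX-1 cells with DMSO and 100% = cells lacking DAX-1 with DMSO; higher inhibition means more luminescence from relief of DAX-1 repression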
DAX1 inh-2: DAX1 (NR0B1) inhibitors, primary screen, cell-based, HEK293, Gal4-DAX1, luciferase luminescence. hit rate 0.99% among 340,000. AID 504766, 2011. Nuclear receptor subfamily 0 group B member 1 (Homo sapiens), P51843. inhibition, % at 6.75 µM. HEK293 Gal4-DAX1 luciferase reporter;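 active means inhibition above the mean over all tested compounds plus 3 SD, cut at about 4.2% in these data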;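 further: 0% = DAX1-transfected cells with DMSO and 100% = empty-vector control cells with DMSO; inhibition shows as a rise in luminescence from relieved DAX1 repression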
hgDAF-12 ag: H. glycines DAF-12 receptor agonists, primary screen, cell-based, luminescence, HEK293, GAL4 fusion, UAS-luciferase | HEK293 GAL4-hgDAF12 UAS-luciferase reporter, agonist luminescence; normalized to butyrate control | activation, % at 6.8 µM | hit rate 1.8% among 370,000 | Nuclear hormone receptor DAF-12 (Heterodera glycines), GAL4 fusion | AID 687014, 2013;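 active means activation above a cutoff set at the mean of all screened compounds plus 3 SD, cut at about 10% in these data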;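 further: 0% = DMSO wells and 100% = sodium butyrate wells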
SMARCA2 act: SMARCA2 (BRM) function activators, primary screen, cell-based, luminescence, high throughput. hit rate 1% among 370,000. activation, % at 9.1 µM. AID 652017, 2013. MG213 cells, MMTV-luciferase reporter, dexamethasone, overnight; in the data active means activation above about 7.8%;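 further: 0% = vehicle wells and 100% = reference activator wells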
ADAM10 inh: human ADAM10 inhibitors, primary screen, biochemical, QFRET, HTS. Disintegrin and metalloproteinase domain-containing protein 10 (Homo sapiens), O14672. recombinant ADAM10, EDANS/DABCYL FRET peptide cleavage, 3 h. inhibition, % at 7 µM. hit rate 0.62% among 370,000. AID 720582, 2013;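 active means inhibition above a per-campaign cutoff equal to the mean of compounds falling between control-based bounds plus 3 SD, cut at about 20% in these data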;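 further: 0% = DMSO wells while the 100% control is not disclosed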
Active calls of the source: *; · = not tested or not shown.

Start of the data: the first two records (preview)
SMILES	GC-B act	FXN GAA850 act	NPR1 activator	hcDAF-12 act	ssDAF-12 act	HGIII-sPLA2 inh	DAX1 inh-1	DAX1 inh-2	hgDAF-12 ag	SMARCA2 act	ADAM10 inh
C/C(=N\Nc1cccc(C(F)(F)F)c1)c1ccc(O)cc1	1	3.1	-9	-0.1	-1.2	-4	0.0	-0.1	-3.4	-1	-11
COC(=O)NNC(=O)COc1ccc2ccccc2c1Br	-6	1.3	1	-3.3	-0.9	-3	0.2	-0.9	5.2	4	9

The listing (from the top)
SMILES	GC-B act	FXN GAA850 act	NPR1 activator	hcDAF-12 act	ssDAF-12 act	HGIII-sPLA2 inh	DAX1 inh-1	DAX1 inh-2	hgDAF-12 ag	SMARCA2 act	ADAM10 inh
C/C(=N\Nc1cccc(C(F)(F)F)c1)c1ccc(O)cc1	1	3.1	-9	-0.1	-1.2	-4	0.0	-0.1	-3.4	-1	-11
COC(=O)NNC(=O)COc1ccc2ccccc2c1Br	-6	1.3	1	-3.3	-0.9	-3	0.2	-0.9	5.2	4	9
Cc1ccc2c(c1)N(C(=O)CCC(=O)NCCCN(C)Cc1ccccc1)CCO2	-14	-0.3	-12	-1.7	-1.5	-1	-0.2	-0.4	-1.0	-1	-10
CC(C)(C)NS(=O)(=O)c1ccc(NC(=S)NC(=O)C2CC2)cc1	4	0.2	-2	-3.2	-1.0	-1	-2.5	0.7	-0.5	-2	-1
CCOC(=O)c1ccccc1NC(=O)c1ccc(F)cc1	-2	1.8	-2	-1.9	-1.0	0	-0.8	-0.1	-0.2	2	2
CC1CCN(S(=O)(=O)c2cccc(-c3nnc(-c4cccnc4)o3)c2)CC1	4	3.2	-1	-1.5	-1.6	-2	-0.4	-0.3	2.4	0	-4
CCn1c(=NC(=O)CS(=O)(=O)c2ccccc2)sc2cccc(OC)c21	0	0.2	-1	-2.4	-1.6	-1	-3.5	-2.9	-3.2	-2	-5
Cn1c(NCc2c[nH]c3ccccc23)nc2ccccc21	-11	0.9	-5	16*	1.7*	-13	2.1	1.7	16*	2	7
COc1cccc2cc(-c3nnc(-c4ccccc4)o3)c(=O)oc12	-7	3.5	-2	0.9	-1.0	-3	1.0	4.1	11*	3	-4
CCCCCCSc1ccc([C@@H]2[C@@H]3C(=O)N(CC)C(=O)[C@@H]3[C@]3(C(=O)OC)CCCCN23)cc1OC	4	-1.7	1	-1.6	-0.9	-23	-0.1	1.3	1.4	3	-2
Cc1ccc(NC(=O)COC(=O)c2ccc(-n3nc(C)cc3C)cc2)c(F)c1	5	2.1	-4	-0.8	-1.5	1	2.3	-1.1	-0.6	6	1
COc1ccc(NC(=S)NNC(=O)c2ccccc2OC(F)F)cc1	1	-3.7	-3	2.5	0.8	18	-1.5	-1.3	7.0	-4	9
COc1cccc(CNC(C)C(=O)Nc2ccc3c(c2)OCCO3)c1 (centres undefined)	2	2.8	-3	-1.0	-1.0	-2	0.8	0.1	2.8	1	7
COc1ccc(-c2nn(-c3ccccc3)cc2C(=O)NCC2CCCO2)cc1 (centres undefined)	-1	0.7	-3	-3.0	-0.9	-5	-1.8	-0.6	-1.1	0	4
CCn1c(SCC(=O)N2CCCC2)nc2c1c(=O)n(C)c(=O)n2C	-3	1.0	4	-0.4	-1.0	5	-0.2	-0.1	0.9	-2	-6
O=S(=O)(N/N=C/c1cccnc1)c1ccc(Cl)c(Cl)c1	5	0.6	-2	0.0	-0.5	4	0.4	2.2	0.2	-4	1
CCOC(=O)c1c(SCC(=O)Nc2nc(C)cs2)nc(=O)[nH]c1C	0	-1.3	2	-0.4	-0.9	-5	0.1	0.0	1.2	-3	0
Cc1c(C(=O)N2CCC(C)CC2)oc2ccc3c(c12)C(O)CC1(CCCCC1)O3 (centres undefined)	6	-3.5	5	-3.2	-1.7	-10	-0.7	-1.5	-8.5	-4	13
Cc1ccnc(NC(=O)c2ccccc2NC(=O)c2ccccc2)c1	-1	0.7	-2	-1.4	-1.2	6	-0.1	2.3	1.2	-4	1
Cc1ccc(N(CC(=O)NC(C)C)C(=O)CCC(=O)Nc2ccccn2)c(C)c1	0	-0.3	-3	-0.5	-1.4	3	-0.4	0.3	2.7	2	-5
CCCCOc1ccc(C(=O)NCC(=O)NCCOc2ccccc2OC)cc1	4	0.0	1	-3.0	-1.2	3	-0.2	-0.1	0.9	-2	1
CCN(CC)CCN(C(=O)C1=COCCO1)c1nc2ccc(C)cc2s1	-9	3.9	7	2.0	-1.1	3	-0.2	-0.7	1.1	-1	-1
O=C(Cn1cncn1)NCc1cccc(OC(F)F)c1	3	0.4	4	6.8*	-1.1	4	0.1	-0.6	-1.5	0	-6
S=c1[nH]nc(-c2ccc(Cl)cc2Cl)n1Cc1ccccc1	0	3.1	-6	0.4	-0.9	20*	-0.2	-0.8	-1.4	-5	12
Cc1cccc2sc(NC(=O)CSc3cn[nH]n3)nc12	1	0.1	7	2.6	0.6	-37	0.2	-0.6	0.1	1	-5

An excerpt from above in order of count of non-hydrogen atoms, smallest number first.
SMILES	GC-B act	FXN GAA850 act	NPR1 activator	hcDAF-12 act	ssDAF-12 act	HGIII-sPLA2 inh	DAX1 inh-1	DAX1 inh-2	hgDAF-12 ag	SMARCA2 act	ADAM10 inh
CC(C)(C)NS(=O)(=O)c1ccc(NC(=S)NC(=O)C2CC2)cc1	4	0.2	-2	-3.2	-1.0	-1	-2.5	0.7	-0.5	-2	-1
COc1cccc2cc(-c3nnc(-c4ccccc4)o3)c(=O)oc12	-7	3.5	-2	0.9	-1.0	-3	1.0	4.1	11*	3	-4
Cc1ccc(N(CC(=O)NC(C)C)C(=O)CCC(=O)Nc2ccccn2)c(C)c1	0	-0.3	-3	-0.5	-1.4	3	-0.4	0.3	2.7	2	-5

Some entries already given, showing only NPR1 activator:
SMILES,NPR1 activator
CCOC(=O)c1ccccc1NC(=O)c1ccc(F)cc1,-2
CC1CCN(S(=O)(=O)c2cccc(-c3nnc(-c4cccnc4)o3)c2)CC1,-1
CCn1c(=NC(=O)CS(=O)(=O)c2ccccc2)sc2cccc(OC)c21,-1

(continued)
SMILES	GC-B act	FXN GAA850 act	NPR1 activator	hcDAF-12 act	ssDAF-12 act	HGIII-sPLA2 inh	DAX1 inh-1	DAX1 inh-2	hgDAF-12 ag	SMARCA2 act	ADAM10 inh
CS(=O)(=O)N1CCCCC1c1cc(C(=O)NCc2ccc(Cl)c(Cl)c2)no1 (centres undefined)	4	-0.2	1	-0.3	-1.5	-4	0.5	·	-2.6	-3	-9
O=C1C=CC(=O)N1c1ccc(Nc2ccccc2)cc1	-8	5.9	-4	-0.8	-1.1	10	-0.5	-0.5	-2.1	-4	-10
COc1ccc(C(=O)N2CCc3cc(OC)c(OC)cc3C2c2ccc(OC)c(OC)c2)cc1OC (centres undefined)	-7	1.8	1	-2.1	-1.1	1	-0.3	-1.1	-1.6	1	6
c1ccc2c(c1)CCN(c1nc3cc4c(cc3s1)OCCO4)C2	-3	-8.4	16	-2.1	-2.7	-3	-2.9	-4.7	-12	-7	-34
CCN(Cc1ccncc1)C(=O)c1cc(COc2ccc(OC)cc2Cl)on1	-2	2.9	5	3.0	-0.5	-8	2.5	0.9	6.8	0	-6
COc1ccc(-n2c(SCC(=O)Nc3ccc4c(c3)OCO4)nc3c(c2=O)SCC3)cc1	11	-1.3	14	-1.5	-1.0	-2	-1.0	0.7	-3.6	2	1
NC(=O)C1CCN(C(=O)CCSc2ccc(Cl)cc2)CC1	-1	5.1	7	-0.1	-0.7	-3	0.1	-0.2	5.2	4	-1
CC1(C)CC(c2nc(-c3ccc(Cl)cc3)cs2)CCS1 (centres undefined)	-6	1.2	-5	-0.1	-0.9	-2	-0.1	-0.8	-1.5	1	7
CSCC(C)N1CCC(n2nccc2NC(=O)CCCc2ccccc2)CC1 (centres undefined)	2	-0.6	0	-0.4	-0.5	-10	0.2	-0.1	-1.9	-2	-13
O=C(CSc1nc2ccc(Cl)cc2[nH]1)NCCc1ccc(Cl)cc1	-10	1.3	-8	-1.6	-1.3	-12	-0.3	0.7	-1.9	-5	-3
Cc1cc(Nc2cc(F)c(F)c(F)c2)cc(=O)n1-c1cc(F)c(F)c(F)c1	2	·	12	1.2	-0.7	7	0.1	·	1.4	-3	-10
CCN(CC)C(=O)C1CC(=O)OC12CCCCC2 (centres undefined)	7	0.2	3	0.2	-1.0	9	0.3	1.6	1.5	2	0
COc1cc2c(cc1OC)C(c1ccccc1N)=NCC2	-2	2.8	0	-0.3	-1.2	-5	-0.2	·	-5.0	-4	-13
O=C1NNC(=O)C1c1ccccc1	3	3.2	5	-1.7	-0.9	9	0.4	1.1	0.1	-1	-5
Cc1ccc(C)c(N2CCN(C(=O)CCS(=O)(=O)c3ccc4c(c3)NC(=O)CO4)CC2)c1	2	-2.6	0	-6.1	-1.9	-5	-1.6	-2.4	-5.1	-3	7
Cc1cc(-c2ccccc2)nc2oc(C(=O)NN)c(N)c12	-10	2.0	4	6.6*	1.2*	6	-0.7	-0.5	-1.0	-5	-54
O=C(CCCc1ccccc1)N=C1SC2CS(=O)(=O)CC2N1c1ccccc1 (centres undefined)	-1	1.4	2	-1.0	-1.3	8	-0.1	0.5	-1.0	-2	-8
